# Source: PubChem BioAssay
# D3 antag: antagonists of human D3 dopamine receptor | AID 652054 | max response, negative = inhibition, % | D3R cells, DiscoveRx beta-arrestin luminescence, antagonist mode; hits give low values | 360,000 tested, 2.5% active; in the data active means max response below about -50%; inconclusive means no clear call, values can overlap the other calls; further: on the % scale 0 is the no-effect control and ±100 the full control effect; mostly tested at two doses, the higher about 12 µM
#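 Cells plated overnight at 1500 cells/well, then exposed to library compounds with dopamine controls for 90 minutes at 37 degrees C. DiscoveRx reagent added for 30–60 minutes at room temperature; luminescence read, quantitative HTS format.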
# EPAC2 ag: agonists of human EPAC2 (RAPGEF4) | EPAC2 activation, biochemical qHTS; response scale: 100% = 6.5 mM cAMP response | Q8WZA2 | Potency, µM (highest dose often 154 µM), without a hit: at the top dose activation, hits mostly activators | 360,000 tested, 0.079% active; further: potency means the concentration at half of the fitted maximal effect; nearly all actives have a fitted effect of over 50% in size
# Target sequence (Q8WZA2 whole entry, looked up): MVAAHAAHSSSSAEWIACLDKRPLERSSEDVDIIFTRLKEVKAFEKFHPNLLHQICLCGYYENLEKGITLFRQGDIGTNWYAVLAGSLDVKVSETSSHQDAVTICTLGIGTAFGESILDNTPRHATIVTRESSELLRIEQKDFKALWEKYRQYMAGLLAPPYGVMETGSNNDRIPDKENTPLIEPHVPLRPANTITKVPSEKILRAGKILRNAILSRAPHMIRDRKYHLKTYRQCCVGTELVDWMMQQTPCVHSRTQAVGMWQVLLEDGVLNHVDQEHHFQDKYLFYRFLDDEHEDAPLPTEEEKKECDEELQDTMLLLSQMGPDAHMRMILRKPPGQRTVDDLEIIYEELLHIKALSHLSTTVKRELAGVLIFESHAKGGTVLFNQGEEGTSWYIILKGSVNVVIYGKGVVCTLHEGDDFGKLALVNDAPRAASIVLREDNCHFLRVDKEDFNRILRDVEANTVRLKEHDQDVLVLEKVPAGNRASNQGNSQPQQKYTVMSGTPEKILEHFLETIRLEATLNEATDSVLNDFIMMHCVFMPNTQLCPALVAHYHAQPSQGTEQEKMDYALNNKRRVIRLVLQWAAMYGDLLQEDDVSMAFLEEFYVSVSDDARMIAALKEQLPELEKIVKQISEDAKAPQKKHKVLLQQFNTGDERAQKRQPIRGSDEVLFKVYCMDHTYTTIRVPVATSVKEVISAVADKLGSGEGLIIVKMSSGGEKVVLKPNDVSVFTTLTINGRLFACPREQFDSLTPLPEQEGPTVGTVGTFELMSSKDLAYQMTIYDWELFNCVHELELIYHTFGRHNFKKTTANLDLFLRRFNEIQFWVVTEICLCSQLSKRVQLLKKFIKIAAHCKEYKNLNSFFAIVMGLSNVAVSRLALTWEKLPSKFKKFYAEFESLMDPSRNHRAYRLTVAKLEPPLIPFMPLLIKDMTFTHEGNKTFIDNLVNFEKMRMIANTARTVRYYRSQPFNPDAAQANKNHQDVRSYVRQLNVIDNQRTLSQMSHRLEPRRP
#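 Compounds were added across a concentration range to EPAC2 (100 nM), RAP1B-BODIPY-GDP (250 nM) and GDP (50 uM). After 5 min at room temperature, fluorescence was recorded at 5-min intervals for 30 min.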
# aSyn rescue: inhibitors of alpha-synuclein toxicity in yeast. Potency, µM (titrated, usually from 46.1 µM), without a hit: at the highest dose growth rescue (activation), hits mostly activators. Yeast expressing alpha-synuclein, growth rescue, BacTiter-Glo, 24 h. 370,000 tested, 0.14% active. AID 652106; further: potency means the concentration at half of the fitted maximal effect; % of control where 0% means no effect; nearly all actives have a fitted effect of over 65% in size
#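 Galactose-induced alpha-syn yeast (OD600=0.02, raffinose-pregrown) + pinned cpd, 24 hr, 30 deg C; growth by BacTiter-Glo luminescence. Growth restoration scores as activation.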
# FUS yeast rescue: rescues growth of FUS-expressing yeast; S. cerevisiae FUS-expressing, growth rescue, OD600, 24 h; AID 1347120; 390,000 tested, 0.24% active; Potency, µM (doses to about 76.6 µM), for the others: at the top dose growth rescue (activation), hits mostly activators;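 further: potency means the concentration at half of the fitted maximal effect; plate controls were DMSO vehicle for no effect and reference control for full effect; nearly all actives have a fitted effect of over 55% in size; some results filed as inactive show a strong effect at the top dose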
#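 Quantitative HTS measuring growth restoration of FUS-toxic yeast. Galactose-induced cells (OD 0.005) were exposed 24hr at 30C to compounds at several concentrations, then absorbance at 600 nm was recorded.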
# Abeta rescue: A-beta toxicity reversal in yeast; yeast expressing A-beta42, growth rescue, OD600, 48 h; response scale: 0% DMSO, 100% iron-clioquinol control; Potency, µM (series often up to 46.1 µM), inactives show at the top dose growth rescue, usual class: activators; 410,000 tested, 0.063% active; further: potency means the concentration at half of the fitted maximal effect; nearly all actives have a fitted effect of over 55% in size
#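 Growth rescue measured by 600 nm absorbance after 48 h yeast culture at 30 C with compound. Values normalized between DMSO and an equimolar ferric chloride plus clioquinol control.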
# TDP-43 yeast inh: inhibitors of TDP-43 toxicity in yeast; TDP-43 expressing yeast growth rescue, BacTiter-Glo, 24 h; Potency, µM (highest dose often 46.1 µM), for inactives: at the highest dose growth rescue (activation), actives largely listed as activators; 410,000 tested, 1.8% active; AID 652104; further: potency means the concentration at half of the fitted maximal effect; % of control where 0% means no effect; nearly all actives have a fitted effect of over 50% in size
#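 Growth rescue of TDP-43-toxic yeast measured as ATP luminescence (BacTiter-Glo). Cells grown to mid-log in raffinose, induced in galactose at OD600=0.02, exposed to compound 24 hr at 30 deg C.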
# D3 ag: activates the human D3 dopamine receptor; P35462; D3R DiscoveRx beta-arrestin cells, luminescence, 90 min; max activation, %; 410,000 tested, 0.58% active; AID 652048; in the data active means max activation above about 30%; further: 0% is about no effect; mostly tested at two doses, the higher about 12 µM
#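 Agonist-mode cell screen: cells plated at 1500/well and incubated overnight at 37 °C, then exposed to library compounds for 90 min at 37 °C. Detection reagent was added for 30–60 min at room temperature, and luminescence was read.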
# EPAC2 antagonist: EPAC2 (human) antagonism | EPAC2 GEF exchange of Rap1B-BODIPY-GDP, fluorescence | Q8WZA2 | 360,000 tested, 0.18% active | Potency, µM (series often up to 114 µM), inactives show at the top dose activity, negative = inhibition, actives largely listed as inhibitors | AID 720708; further: potency means the concentration at half of the fitted maximal effect; on the % scale 0 is the no-effect control and ±100 the full control effect; nearly all actives have a fitted effect of over 45% in size; many of its hits are not listed in these tables
# * marks the source's active call; other numbers are inactive results; ? = inconclusive; nt = not tested or not shown; [ ] = dose if it differs, or a comment. Unless noted, the call rests on the fitted dose curve; in most records, active means well fitted curve in the direction sought with a large enough effect; inconclusive means small, poorly fitted or top-dose-only effect, or another doubt; inactive means no such curve, though single readings can be large; an effect the other way counts as inactive or inconclusive. An excerpt; the hit share may differ from the screen's.
cpd | SMILES | D3 antag | EPAC2 ag | aSyn rescue | FUS yeast rescue
1 | COC(=O)CN1C(=O)CSc2ncccc21 | 11 | 4% | -2% | -8%
2 | CCC(=O)Nc1ccccc1C(=O)OC(c1ccccc1)c1ccccc1 | -9 | 15% | 17% | 11%
3 | CCn1c(SCC(=O)Nc2sc(C)c(C)c2C#N)nnc1C(C)C | 1 | -1% | 1% | 6%
4 | CC(C)Oc1ccc(S(=O)(=O)N2CCOCC2)cc1NC(=O)CC1CCCC1 | ? | 13% | -5% | 8%
5 | Cc1cc(N(CN2CCCC2=O)C(=O)c2ccc(OC(C)C)cc2)no1 | -12 | -1% | -17% | 2%
6 | Cc1ccc(S(=O)(=O)N2CCCCC2CCNC(=O)C(=O)NCC2CCCO2)cc1 (stereo not given) | -2 | 8% | 0% | nt
7 | C=CCn1c(NC(=O)c2ccccc2Cl)c(C#N)c2nc3ccccc3nc21 | -5 | -1% | -1% | 38%
8 | O=C(/C=C/c1ccc([N+](=O)[O-])cc1)NCC1CCCO1 (stereo not given) | -6 | 6% | 5% | 15%
9 | CCN(CC)CCC(C)OC(=O)c1ccc(O)cc1O (stereo not given) | 3 | -8% | 0% | -6%
10 | O=c1[nH]c2ccc(S(=O)(=O)NCc3ccccc3)cc2[nH]1 | 4 | 8% | -2% | 11%

cpd | Abeta rescue | TDP-43 yeast inh | D3 ag | EPAC2 antagonist
1 | 12% | 15% | 4 | 5%
2 | -8% | 6% | 1 | 3%
3 | 13% | 3% | 0 | -2%
4 | 3% | 5% | -3 | -3%
5 | 0% | -5% | 5 | 8%
6 | 9% | 0% | 2 | -11%
7 | -9% | 16% | 0 | ?
8 | 5% | 6% | -5 | 14%
9 | -10% | 0% | -10 | -30%
10 | 16% | -12% | 4 | -1%

# The listing continues.
cpd | SMILES | D3 antag | EPAC2 ag | aSyn rescue | FUS yeast rescue
11 | CC1CCC(NC(=O)C2CCC(CNS(=O)(=O)c3cccc4nsnc34)CC2)CC1 (stereo not given) | -5 | -4% | -3% | -18%
12 | CCOC(=O)CN1C(=O)C(=O)c2cc(C)ccc21 | ? | 1% | -17% | -18%
13 | O=C(CSc1nnc(-c2ccc([N+](=O)[O-])cc2)o1)Nc1ccccc1 | nt | nt | nt | 26%
14 | CCCCN(C(=O)CSc1ncnc2sccc12)c1c(N)n(Cc2ccccc2)c(=O)[nH]c1=O | -10 | -11% | -9% | 41%
15 | CN(Cc1ccccc1)C(=O)COC(=O)c1cc(-c2ccc(Cl)s2)nc2ccccc12 | 13 | 2% | 0% | 12%
16 | Cc1ccc(Cl)cc1NC(=O)CSc1nnc(C)n1-c1ccccc1 | -6 | 5% | 11% | 17%
17 | Cc1cc(Cl)ccc1OC(C)C(=O)NCCc1ccc2c(c1)OCCO2 (stereo not given) | 6 | 9% | 7% | 40%
18 | C[n+]1ccn(CC(=O)c2ccc(Br)cc2)c1 | -4 | 7% | 3% | 6%
19 | COc1ccc2c(C(=O)CN3CCN(c4ccccc4)CC3)c[nH]c2c1 | -15 | 9% | 6% | 27%
20 | CC/C(=N\NC(=O)CSCc1ccccc1Cl)c1ccc2c(c1)OCCO2 | 0 | 4% | 2% | nt

cpd | Abeta rescue | TDP-43 yeast inh | D3 ag | EPAC2 antagonist
11 | -12% | 8% | -2 | 7%
12 | -6% | -26% | -19 | 17%
13 | -7% | 9% | -7 | nt
14 | -13% | 3% | -3 | 27%
15 | 7% | ? | -2 | -4%
16 | 17% | 0% | -4 | -3%
17 | -11% | ? | 0 | ?
18 | -15% | 13% | -7 | 0%
19 | 14% | 0% | 12 | 7%
20 | 6% | 9% | 2 | 16%

# Continued:
cpd | SMILES | D3 antag | EPAC2 ag | aSyn rescue | FUS yeast rescue
21 | CC(Oc1ccc(Br)cc1Cl)C(=O)Nc1ccncc1 (stereo not given) | 12 | 6% | -9% | -14%
22 | O=C(Nc1cccc(Cl)c1)NC1CC2CCC(C1)N2Cc1cccs1 (stereo not given) | -98* | 1% | 15% | -37%
23 | COc1ccc(C(O)c2nc(-c3ccc(Cl)cc3)cs2)cc1 (stereo not given) | 21 | 23% | 11µM* | 23%
24 | Cn1c(=O)n(CC(=O)NCc2cccnc2)c2ccccc21 | 14 | 7% | 4% | 14%
25 | CCOP(=O)(c1ccc(N(C)C)cc1)C(O)c1ccccc1 (stereo not given) | -14 | 14% | 2% | ?
26 | CCn1cc(CN2CCc3c([nH]c4ccccc34)C2c2cccc(OC)c2)c(C)n1 (stereo not given) | -6 | 8% | -3% | 11%
27 | Cc1cc(Br)ccc1NC(=O)COc1cc(=O)n(C)c2ccccc12 | nt | nt | nt | -28%
28 | CCN(CC)CCCNc1nc2cc(OC)c(OC)cc2c2nc(-c3cccnc3)nn12 | 29 | -8% | 5% | 19%
29 | COc1ccc(N2CCN(C(c3ccc(F)cc3)c3sc4nc(-c5ccco5)nn4c3O)CC2)cc1 (stereo not given) | nt | nt | nt | -5%
30 | O=C(Nc1ccc(F)cc1)N1CCn2c(nc3ccccc32)C1 | -15 | 2% | 1% | -1%

cpd | Abeta rescue | TDP-43 yeast inh | D3 ag | EPAC2 antagonist
21 | -10% | 13% | 5 | -15%
22 | 2% | 7% | 0 | 22%
23 | ? | ? | 0 | -15%
24 | 6% | 28% | 7 | 6%
25 | 9% | -9% | -1 | 26%
26 | -3% | -15% | -5 | -14%
27 | -10% | -2% | -11 | nt
28 | -6% | 23% | 6 | 4%
29 | -5% | 26% | 3 | nt
30 | 16% | -11% | -14 | -1%

# Further structures follow:
cpd | SMILES | D3 antag | EPAC2 ag | aSyn rescue | FUS yeast rescue
31 | CCOc1cc2[nH]c(=O)n(CCCCC(=O)NCc3ccco3)c(=O)c2cc1OCC | -6 | -1% | 2% | 24%
32 | O=C(C=NNc1ccccc1)c1ccccc1 | -16 | 10% | 0% | 17%
33 | Cc1ccc(CNC(=O)CCc2c(C)nc3ncnn3c2C)cc1 | -20 | 2% | 1% | 2%
34 | CCNC(=S)N(Cc1ccccc1)Cc1nc2ccccc2c(=O)[nH]1 | 9 | 5% | 4% | nt
35 | Clc1ccc2nc(C3CCCCC3)c(Cc3ccccc3)n2c1 | 23 | 4% | 4% | 6%
36 | O=C(CCCC(=O)N(c1ccc2c(c1)OCCO2)C(C(=O)NC1CCCCC1)c1ccc(F)cc1)Nc1ccccn1 (stereo not given) | -13 | -33%[inhibitor] | 1% | 9%
37 | Cc1cccc(N2CC(C)Cn3c2nc2c3c(=O)n(CC(=O)OCc3ccccc3)c(=O)n2C)c1 (stereo not given) | 1 | 8% | 5% | 38%
38 | CC(C)C(NC(=O)c1ccco1)C(=O)NC1CCCCCC1 (stereo not given) | -6 | 3% | 3% | -6%
39 | COc1ccc2nc(C)cc(NCCN3CCOCC3)c2c1 | 9 | 5% | -4% | 12%
40 | CC(C)[C@@H]1COC(c2cccc(C3=N[C@H](C(C)C)CO3)c2)=N1 | -24 | 13% | -2% | -8%

cpd | Abeta rescue | TDP-43 yeast inh | D3 ag | EPAC2 antagonist
31 | -6% | 11% | -1 | -3%
32 | -1% | -1% | -2 | -5%
33 | -7% | 20% | 3 | 21%
34 | -9% | 0% | 2 | -1%
35 | -2% | 24% | 6 | 7%
36 | 2% | -11% | 1 | -12%
37 | -19% | -2% | 9 | -5%
38 | 2% | -13% | -8 | 9%
39 | -8% | 7% | -3 | 1%
40 | -4% | -14% | 1 | -2%

# From compound 33 to 40, copied from above:
cpd | SMILES | D3 antag | EPAC2 ag | aSyn rescue | FUS yeast rescue
33 | Cc1ccc(CNC(=O)CCc2c(C)nc3ncnn3c2C)cc1 | -20 | 2% | 1% | 2%
34 | CCNC(=S)N(Cc1ccccc1)Cc1nc2ccccc2c(=O)[nH]1 | 9 | 5% | 4% | nt
35 | Clc1ccc2nc(C3CCCCC3)c(Cc3ccccc3)n2c1 | 23 | 4% | 4% | 6%
36 | O=C(CCCC(=O)N(c1ccc2c(c1)OCCO2)C(C(=O)NC1CCCCC1)c1ccc(F)cc1)Nc1ccccn1 (stereo not given) | -13 | -33%[inhibitor] | 1% | 9%
37 | Cc1cccc(N2CC(C)Cn3c2nc2c3c(=O)n(CC(=O)OCc3ccccc3)c(=O)n2C)c1 (stereo not given) | 1 | 8% | 5% | 38%
38 | CC(C)C(NC(=O)c1ccco1)C(=O)NC1CCCCCC1 (stereo not given) | -6 | 3% | 3% | -6%
39 | COc1ccc2nc(C)cc(NCCN3CCOCC3)c2c1 | 9 | 5% | -4% | 12%
40 | CC(C)[C@@H]1COC(c2cccc(C3=N[C@H](C(C)C)CO3)c2)=N1 | -24 | 13% | -2% | -8%

cpd | Abeta rescue | TDP-43 yeast inh | D3 ag | EPAC2 antagonist
33 | -7% | 20% | 3 | 21%
34 | -9% | 0% | 2 | -1%
35 | -2% | 24% | 6 | 7%
36 | 2% | -11% | 1 | -12%
37 | -19% | -2% | 9 | -5%
38 | 2% | -13% | -8 | 9%
39 | -8% | 7% | -3 | 1%
40 | -4% | -14% | 1 | -2%

# (more compounds)
cpd | SMILES | D3 antag | EPAC2 ag | aSyn rescue | FUS yeast rescue
41 | CC(Sc1nc2ccccc2s1)C(=O)NC1CCCc2ccccc21 (stereo not given) | -15 | 23% | -3% | nt
42 | CCOC(=O)C1=CCN(S(=O)(=O)c2cccc(Cl)c2)C1c1ccc(Br)cc1 (stereo not given) | -7 | 7% | 20µM* | ?
43 | COc1ccc(OC)c(NC(=O)C2(C)CCN2C(=O)C(C)(C)c2ccccc2)c1 (stereo not given) | 5 | 5% | 1% | 27%
44 | CC(NC(=O)C1CCCN(C(=O)N(C)C)C1)c1ccccc1 (stereo not given) | -9 | 1% | -7% | 17%
45 | CSCCC(NC(=O)c1ccccc1)C(=O)N1CC=C(c2ccccc2)CC1 (stereo not given) | 3 | 9% | 10% | 7%
46 | CCc1nnc(NC(=O)COc2ccc([N+](=O)[O-])cc2)s1 | -6 | 6% | -2% | -1%
47 | NNC(=O)CSc1nnc(-c2ccccc2)n1-c1ccccc1 | ? | 10% | -11% | 42%
48 | COc1ccc(NC(=S)NCc2ccco2)cc1 | 2 | 6% | -2% | nt

cpd | Abeta rescue | TDP-43 yeast inh | D3 ag | EPAC2 antagonist
41 | -14% | 23% | -4 | -1%
42 | 2% | 0% | -5 | -22%
43 | 2% | ? | -3 | ?
44 | 12% | -3% | 0 | 7%
45 | 1% | 7% | -19 | -9%
46 | 7% | -15% | 2 | 0%
47 | -22% | -9% | -14 | 25%
48 | -3% | 21% | 4 | 15%
